# Screens from PubChem BioAssay.
# Pf growth 96h – P. falciparum growth inhibition at 96 hour, primary screen for plastid delayed-death inhibitors | P. falciparum luciferase reporter growth, 96 h | Potency, µM (series often up to 28.7 µM), for inactives: at the highest dose activity change, negative = inhibition, hits mostly inhibitors | 320,000 tested, 6.9% active | AID 504834
#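 Compounds incubated with erythrocytes infected by luciferase-expressing P. falciparum (2% hematocrit, 0.05% parasitemia final) for 96 hours, 37 C in 5% CO2. Growth inhibition scored as decreased luciferase luminescence.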
# Pf growth 48h – P. falciparum growth inhibition at 48 hours (one generation). P. falciparum luciferase growth in erythrocytes, 48 h. 310,000 tested, 5.9% active. AID 504832. Potency, µM (titrated, usually from 28.7 µM), for inactives: top-dose activity change, negative = inhibition, most hits filed as inhibitors
#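 First compound was added to culture medium, then infected red cells at 0.1% parasitemia and 2% hematocrit (final). After incubation at 37 C under 5% CO2, luciferase detection reagent was dispensed and light output recorded.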
# Active calls of the source: *; ? = inconclusive; ! = repeats disagree; [ ] = another dose, or the depositor's remark. Calls follow the shape of the dose curve; as a rule, active = well fitted inhibition curve with a large enough effect; inconclusive = small, poorly fitted or top-dose-only effect, or another doubt; inactive = no such curve, though single readings can be large or run the other way. % is scaled to controls: 0 for no effect and ±100 for the full control effect; potency is read from the fitted curve at half-maximal effect. These rows are one share of the data; rates above refer to the full screens.
SMILES,Pf growth 96h,Pf growth 48h
N#CN1CCC(NS(=O)(=O)c2ccc(C(F)(F)F)cc2)C1 (centres undefined),42%[activator],?
O=C(OCc1ccccc1)c1cccnc1,15µM*,?
O=CCCCC=O,12µM*,15µM*
CCn1c(-c2ccc(S(=O)(=O)N3CCOCC3)cc2)csc1=Nc1ccc(C)c(Cl)c1,11%,4%
COCc1c(C(C)C)nc(C(C)C)c(/C=C/[C@@H](O)C[C@@H](O)CC(=O)O)c1-c1ccc(F)cc1,?,?
CN(C)c1ccc(C(=O)OCC#CCSc2nnc(-c3cccc4ccccc34)o2)cc1,23%,-9%
C=C1CC2C3C=C(C)C4=CC(=O)CCC4(C)C3CCC2(C)[C@@]1(OC(C)=O)C(C)=O (some centres undefined),11µM*,?
Cc1nc(NS(=O)(=O)c2ccc(N)cc2)nc(C)c1Br,4%,4%
FC(F)OC(Cl)C(F)(F)F (centres undefined),-5%,3%
NC(=S)N/N=C/c1cccnc1,-12%,-10%
O=c1[nH]c(=O)c2[nH]c(=O)[nH]c2[nH]1,-9%,-10%
C=CCN1CC[C@]23c4c5ccc(O)c4O[C@H]2[C@@H](O)C=C[C@H]3[C@H]1C5,?,7%
CC(=O)N1CCN(c2ccc(NCc3cccc(C)c3)cc2)CC1,67%[activator],39%[activator]
CN1CCC[C@@H]1Cc1c[nH]c2ccc(CCS(=O)(=O)c3ccccc3)cc12,?,?
Cn1ccc2cc(-c3ccc4ncnc(NCc5cccnc5)c4c3)ccc21,2.6µM*,1.9µM*
CCOC(=S)SSC(=S)OCC,-1%,-1%
CC(C)=CCC1C(=O)N(c2ccccc2)N(c2ccccc2)C1=O,7.6µM*,?
CCOc1ccccc1OCCN[C@H](C)Cc1ccc(OC)c(S(N)(=O)=O)c1,-11%,-20%
CCCCC/C(C=O)=C/c1ccccc1,0%,-2%
O=Cc1ccco1,-20%,14%
COC(=O)CCC[N+](C)(C)C,11µM*,?
COc1cc2c(cc1OC)CC(=O)N(CCCN(C)C[C@H]1Cc3cc(OC)c(OC)cc31)CC2,16%,?
COC1CC(=C(c2cccs2)c2cccs2)C[N+](C)(C)C1 (centres undefined),-7%,4.8µM*
CC(=O)NC(c1cc(Cl)c2cccnc2c1O)C1CC1 (centres undefined),13µM*,4.1µM*
O=C(N/N=C/c1ccc([N+](=O)[O-])o1)c1cc([N+](=O)[O-])cc([N+](=O)[O-])c1O,-102%,-95%
COc1ccc(-c2csc(N3CCC(C(N)=O)CC3)n2)cc1,?,?
NC(=O)C(c1ccccc1)(c1ccccc1)[C@@H]1CCN(CCc2ccc3c(c2)CCO3)C1,?,?
c1ccc(C2(c3ccccc3)CC2C2=NCCN2)cc1 (centres undefined),13µM*,?
[O]=[Cr](=[O])([OH])[O][Cr](=[O])(=[O])[OH],?,?
NC(=O)C1CCN(c2nc(-c3ccccc3Cl)cs2)CC1,6%,?
CC(=O)[C@H]1CC[C@H]2[C@@H]3CC[C@H]4C[C@](C)(O)CC[C@]4(C)[C@H]3CC[C@]12C,-11%,-6%
CCOC(=O)C1CCN(c2nc(-c3ccc(Br)cc3)cs2)CC1,?,?
CN(C)c1ccccc1-c1csc(N2CCC(C(N)=O)CC2)n1,-32%,?
CC1=CC(=C(c2ccc(N)cc2)c2ccc(N)cc2)C=CC1=N,1.1µM*,2.4µM*
Cn1c2ccsc2c2cnn(Cc3ccc(F)cc3)c(=O)c21,9%,?
O=P(O)(O)OC[C@H]1O[C@](O)(COP(=O)(O)O)[C@@H](O)[C@@H]1O,15%,7%
Cc1c(C)c2c(c(C)c1OC(=O)CCC(=O)O)CC[C@@](C)(CCC[C@H](C)CCC[C@H](C)CCCC(C)C)O2,12µM*,?
Cc1ncc(CSSCc2cnc(C)c(O)c2CO)c(CO)c1O,11%,1%
O=C(NCCc1ccc(Cl)cc1)c1ccc(Cn2c(=O)[nH]c3ccccc3c2=O)cc1,?,?
CC(CCc1ccc(O)cc1)NCC(O)c1ccc(O)cc1 (centres undefined),?,?
NC(=O)C1CC2(NC(=O)NC2=O)c2cc(F)ccc2O1 (centres undefined),-15%,-2%
CN(C)C(=O)c1cccc(-c2csc(N3CCC(C(N)=O)CC3)n2)c1,?,?
CO[C@H]1C[C@@H]2CC[C@@H](C)[C@@](O)(O2)C(=O)C(=O)N2CCCC[C@H]2C(=O)O[C@H]([C@H](C)C[C@@H]2CC[C@@H](OC(=O)C(C)(CO)CO)[C@H](OC)C2)CC(=O)[C@H](C)/C=C(\C)[C@@H](O)[C@@H](OC)C(=O)[C@H](C)C[C@H](C)/C=C/C=C/C=C/1C,-15%,13%
CCCCCC(O)C1C(=O)OC(C)C(O)\C=C/C=C\C=C/C=C\C=C(\C)C(O)C(O)C(O)CC(O)CC(O)CC(O)CC(O)CC1O (centres undefined),7%,2%
C[C@@H](O)[C@@H]1C(=O)N2C(C(=O)O)=C([C@H]3CCCO3)S[C@H]12,-25%,-9%
Nc1ccccc1C(=O)O,?,-5%
COC(=O)C1=C(C)NC(C)=C(C(=O)OC(C)(C)CN(C)CCC(c2ccccc2)c2ccccc2)C1c1cccc([N+](=O)[O-])c1 (centres undefined),3µM*,1.5µM*
O=C(OCCN1CCCCC1)C(O)(c1ccccc1)c1ccccc1,?,-16%
CC(=O)OC1CN2CCC1CC2 (centres undefined),4.8µM*,-5%
O=C(OCC#CCSc1nnc(-c2cccc3ccccc23)o1)c1ccc(Cl)cc1,17%,4%
CS(=O)(=O)CCNCc1ccc(-c2ccc3ncnc(Nc4ccc(OCc5cccc(F)c5)c(Cl)c4)c3c2)o1,-9%,-4%
C[C@H](CN1c2ccccc2Sc2cccnc21)N(C)C,6µM*,?
CC(C)Nc1cccnc1N1CCN(C(=O)c2cc3cc(NS(C)(=O)=O)ccc3[nH]2)CC1,?,?
CCOC(C)=O,-19%,-13%
CO[C@@H]1[C@@H](OC2OC(C)C(OC3CC(C)(O)C(OC(=O)CC(C)C)C(C)O3)C(N(C)C)C2O)[C@@H](CC=O)C[C@@H](C)C(=O)/C=C\C2O[C@H]2C[C@@H](C)OC(=O)C[C@H]1OC(C)=O (some centres undefined),0.76µM*,6.7µM*
CCN(CC)C(=S)S,?,-18%
Clc1cccc(-c2nc(-c3ccc(-c4nn[nH]n4)cc3)no2)c1,59%[activator],91%[activator]
CN(C)CCCN1c2ccccc2C(C)(C)c2ccccc21,17µM*,?
COC(=O)c1cnn(-c2ccc(C(=O)Nc3ccc(C(C)=O)cc3)cc2)c1N,?,5.2µM*
Cn1nnnc1Sc1ncnc2scc(-c3ccccc3Br)c12,?,?

# Going on with the list:
SMILES,Pf growth 96h,Pf growth 48h
COc1cccc(Nc2nn3c(=O)c4ccccc4nc3s2)c1,?,?
COc1ccc(OC)c(Nc2nn3c(=O)c4ccccc4nc3s2)c1,11%,-18%
Clc1ccc(C(Cn2ccnc2)OCc2ccsc2Cl)c(Cl)c1 (centres undefined),6.7µM*,4.3µM*
Oc1cc(Nc2ccc(N3CCCCC3)cc2)cc2cccnc12,0.093µM*,0.1µM*
O=[N+]([O-])C(Br)(CO)CO,11%,5%
CS(=O)(=O)c1ccc([C@@H](O)[C@@H](COC(=O)CN)NC(=O)C(Cl)Cl)cc1,1.9µM*,?
O=[N+]([O-])c1cc(I)c(O)c(I)c1,-12%,-1%
O=C1c2ccccc2C(=O)C1c1ccc(F)cc1,?,-7%
Cc1ccc(-c2nc3c(c(SCC(=O)Nc4cccc(C(=O)O)c4)n2)Cc2cccc(C)c2O3)cc1,3%,-12%
O=C1c2ccccc2C(=O)C1C(=O)C(c1ccccc1)c1ccccc1,-4%,-12%
NC(=O)C1CCN(c2nc(-c3ccccc3F)cs2)CC1,?,?
O=S(=O)(NC1CCC(CNS(=O)(=O)c2c(F)cccc2F)CC1)c1ccc2c(c1)OCCO2 (centres undefined),0%,-24%
Oc1ccc(COC2CCN(Cc3ccccc3)C2)c2cccnc12 (centres undefined),12µM*,8.3µM*
Nc1nc(-c2ccccc2)c(Br)c(=O)[nH]1,-19%,0%
CCOC(=O)NC(O)C(Cl)(Cl)Cl (centres undefined),3%,1%

# By substructure: those above containing two or more sulfur atoms.
SMILES,Pf growth 96h,Pf growth 48h
CCn1c(-c2ccc(S(=O)(=O)N3CCOCC3)cc2)csc1=Nc1ccc(C)c(Cl)c1,11%,4%
CCOC(=S)SSC(=S)OCC,-1%,-1%
COC1CC(=C(c2cccs2)c2cccs2)C[N+](C)(C)C1 (centres undefined),-7%,4.8µM*
Cc1ncc(CSSCc2cnc(C)c(O)c2CO)c(CO)c1O,11%,1%
CCN(CC)C(=S)S,?,-18%
Cn1nnnc1Sc1ncnc2scc(-c3ccccc3Br)c12,?,?
O=S(=O)(NC1CCC(CNS(=O)(=O)c2c(F)cccc2F)CC1)c1ccc2c(c1)OCCO2 (centres undefined),0%,-24%

# Ordered by formula weight (smallest number first): some entries from above
SMILES,Pf growth 96h,Pf growth 48h
O=[N+]([O-])C(Br)(CO)CO,11%,5%
NC(=O)C1CCN(c2nc(-c3ccccc3F)cs2)CC1,?,?
O=C1c2ccccc2C(=O)C1C(=O)C(c1ccccc1)c1ccccc1,-4%,-12%

# Going on with the list:
SMILES,Pf growth 96h,Pf growth 48h
c1coc(-c2ccc3ncnc(NCc4cccs4)c3c2)c1,?,?
CC(=O)NC(c1cc(F)c2cccnc2c1O)C(C)C (centres undefined),?,?
Oc1ccc(CNc2ccc(C(F)(F)F)cc2Cl)c2cccnc12,3.3µM*,1.7µM*
CC(Cc1ccccc1)N(C)C (centres undefined),6%,-4%
O=c1ccn(C2OC(COP(=O)(O)OC3C(CO)OC(n4ccc(=O)[nH]c4=O)C3O)C(O)C2O)c(=O)[nH]1 (centres undefined),-13%,-4%
CCN(CC)S(=O)(=O)c1ccc2c(c1)N(CC(=O)N1CCN(c3ccc(F)cc3)CC1)C(=O)CO2,?,?
CC1(C)S[C@@H]2[C@H](NC(=O)Cc3ccccc3)C(=O)N2[C@@H]1C(=O)O,12%,-5%
Cn1c2ccsc2c2ncn(Cc3ccccc3F)c(=O)c21,?,?
C[C@@H]1C(SC2Cn3cnc[n+]3C2)=C(C(=O)[O-])N2C(=O)[C@H]([C@@H](C)O)[C@@H]12 (some centres undefined),4%,-12%
CCCC(=O)OC[C@@H](OC(=O)CCC)[C@@H](OC(=O)CCC)[C@H](Cn1c2nc(=O)[nH]c(=O)c-2nc2cc(C)c(C)cc21)OC(=O)CCC,12µM*,?
CC[N+](C)(CC)CCOC(=O)C(O)(c1ccccc1)c1ccccc1,3%,-5%
Cc1cccc(CNc2ncnc3ccc(-c4ccc5c(ccn5C)c4)cc23)c1,1.9µM*,3.3µM*
CC(C)CCCC(C)CCCC(C)CCCCC(C)CCCC(C)CCCC(C)C (centres undefined),-5%,0%
CCCCCCOc1ccc(C(=N)N(CCCC)CCCC)c2ccccc12,8.5µM*,12µM*
CCCCC,?,-14%
CC[C@H]1OC(=O)[C@H](C)C(=O)[C@H](C)[C@@H](OC2O[C@H](C)C[C@H](N(C)C)[C@@H]2O)[C@@](C)(OC)C[C@@H](C)C(=O)[C@@H](C)C2N(CCCCn3cnc(-c4cccnc4)c3)C(=O)O[C@@]21C (some centres undefined),13µM*,?
CC1CC(O)CC(C)(C)C1 (centres undefined),-24%,-7%
C=CCNc1oc(C2CCCC2)nc1C#N,17%,-4%
COc1cccc2c1C(=O)c1c(O)c3c(c(O)c1C2=O)C[C@@](O)(C(=O)CO)C[C@@H]3O[C@H]1C[C@H](N)[C@H](OC2CCCCO2)[C@H](C)O1 (some centres undefined),4.3µM*,3.8µM*
CCCCCc1ccc(C)cc1O,4%,4%
CC(=O)NCc1cc(Cl)c2cccnc2c1O,-12%,?
CC(=O)Oc1cc(C)c(OC(C)=O)c2ccccc12,4.8µM*,6.7µM*
CCN(CC)CCCN(c1ccccc1)C1Cc2ccccc2C1,?,1.9µM*
[S]=[Sb][S][Sb]=[S],7%,2%
O=C(Nc1ccc(Br)cc1)c1cc(Br)c(Br)s1,?,?
COC(C(=O)C(O)C(C)O)C1Cc2cc3cc(OC4CC(OC5CC(O)C(OC)C(C)O5)C(OC(C)=O)C(C)O4)c(C)c(O)c3c(O)c2C(=O)C1OC1CC(OC2CC(OC3CC(C)(O)C(OC(C)=O)C(C)O3)C(O)C(C)O2)C(O)C(C)O1 (centres undefined),?,0.12µM*
CC(C)(COP(=O)(O)OP(=O)(O)OC[C@H]1O[C@@H](n2cnc3c(N)ncnc32)[C@H](O)[C@@H]1OP(=O)(O)O)C(O)C(=O)NCCC(=O)NCCS (some centres undefined),83%[activator],31%[activator]
Cc1cc(-n2nc3ccc(Cl)cc3n2)c(O)c(C(C)(C)C)c1,?,-2%
CCc1ccccc1Nc1nn2c(=O)c3ccc(C(=O)NCCCOC(C)C)cc3nc2s1,?,13µM*
CCOC(=O)C(C#N)=C(c1ccccc1)c1ccccc1,?,-12%
Cc1csc(CNc2ncnc3ccc(-c4ccoc4)cc23)c1,?,13µM*!

# Full records from above. Screens in order: Pf growth 96h | Pf growth 48h
# CCOC(=O)C(C#N)=C(c1ccccc1)c1ccccc1 across the screens: ? | -12%
# CC(C)(COP(=O)(O)OP(=O)(O)OC[C@H]1O[C@@H](n2cnc3c(N)ncnc32)[C@H](O)[C@@H]1OP(=O)(O)O)C(O)C(=O)NCCC(=O)NCCS (some centres undefined) across the screens: 83%[activator] | 31%[activator]
